procasp3 activ: activators of human procaspase-3 D3A mutant, primary screen, biochemical, absorbance, PC-3 D3A mutant, single concentration; Caspase-3 (Homo sapiens), P42574; recombinant procaspase-3 D3A, Ac-DEVD-pNA absorbance 405 nm; activation, % at 8.5 µM; actives 0.11% (n = 330,000); AID 463141, 2010;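 active means activation above the mean of all tested compounds plus 3 SD, cut at about 21% in these data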;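 further: 0% = DMSO alone and 100% = DMSO wells spiked with extra 5 µM PC-3 D3A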
Target sequence (P42574 whole entry D9A/D28A/D175A): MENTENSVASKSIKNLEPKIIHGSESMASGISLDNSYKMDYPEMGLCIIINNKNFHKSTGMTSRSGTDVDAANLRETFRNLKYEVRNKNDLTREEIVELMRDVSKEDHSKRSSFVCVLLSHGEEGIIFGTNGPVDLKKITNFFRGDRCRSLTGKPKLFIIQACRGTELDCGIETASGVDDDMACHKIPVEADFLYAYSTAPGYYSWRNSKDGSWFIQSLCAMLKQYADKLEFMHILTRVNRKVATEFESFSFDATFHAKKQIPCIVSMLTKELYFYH
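Test system: Procaspase-3 D3A mutant, all three cleavage aspartates alanine | Dosing: Single dose, 8.5 µM nominal compound, 0.8% DMSO | Schedule: 1 h preincubation, 2 h reaction | Technique: 405 nm absorbance of p-nitroaniline, reads at 0 and 120 min | Repeats: One well per compound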
PP5 inh: PP5 phosphatase inhibitors, primary screen, biochemical, fluorescence | inhibition, % at 6.7 µM | Serine/threonine-protein phosphatase 5 (Homo sapiens), P53041 | purified PP5c, OMFP substrate fluorescence | actives 0.18% (n = 320,000);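 active means inhibition above the campaign's mean inhibition across all tested compounds plus 3 SD, cut at about 9.5% in these data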;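 further: 0% = DMSO only and 100% = 100 µM cantharidin control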
GRK2 aptamer HTS: compounds blocking aptamer binding on GRK2 – biochemical, human GRK2, bead flow cytometry, HTS, primary screen. Beta-adrenergic receptor kinase 1 (Homo sapiens), P25098. FAM-aptamer displacement from GRK2. inhibition of aptamer binding, % at 10 µM. actives 0.59% (n = 330,000);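 active means inhibition of aptamer binding above 40%, roughly 3 SD of noise, on plates passing a quality check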;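 further: median bead fluorescence of bound FAM aptamer so fluorescent compounds give negative values; no value below 0 was filed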
Target sequence (P25098 whole entry, looked up): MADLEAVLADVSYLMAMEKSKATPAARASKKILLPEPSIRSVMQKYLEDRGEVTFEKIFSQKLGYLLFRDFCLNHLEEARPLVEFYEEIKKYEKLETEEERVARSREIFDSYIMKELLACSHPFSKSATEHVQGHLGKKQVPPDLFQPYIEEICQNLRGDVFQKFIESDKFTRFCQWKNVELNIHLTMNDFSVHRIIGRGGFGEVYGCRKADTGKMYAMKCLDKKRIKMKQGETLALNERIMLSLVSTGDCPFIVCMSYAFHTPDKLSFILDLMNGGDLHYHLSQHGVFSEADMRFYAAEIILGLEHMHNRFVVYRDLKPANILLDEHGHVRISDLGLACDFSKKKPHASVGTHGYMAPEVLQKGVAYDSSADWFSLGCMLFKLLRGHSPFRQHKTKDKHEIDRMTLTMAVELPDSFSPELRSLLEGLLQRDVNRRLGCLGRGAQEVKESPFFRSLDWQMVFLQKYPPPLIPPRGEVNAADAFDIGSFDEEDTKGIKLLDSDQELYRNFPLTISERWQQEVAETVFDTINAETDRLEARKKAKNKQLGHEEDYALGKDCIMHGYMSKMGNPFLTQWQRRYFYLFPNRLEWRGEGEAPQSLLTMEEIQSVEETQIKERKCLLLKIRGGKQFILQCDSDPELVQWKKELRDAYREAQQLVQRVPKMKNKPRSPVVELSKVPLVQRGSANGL
proCasp7 act: procaspase-7 activators, primary screen, counter-screen for procaspase-3 activator project, biochemical, absorbance, HTS, human. recombinant procaspase-7, Ac-DEVD-pNA absorbance 405 nm; D23A/D198A/D206A triple mutant, cannot self-cleave; scale: DMSO 0, 5 µM enzyme 100. AID 463210, 2010. Caspase-7 (Homo sapiens), P55210. actives 0.093% (n = 330,000). activation, % at 8.5 µM;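 active means percent activation above the screen-wide mean plus 3 SD, cut at about 25% in these data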
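Test system: Procaspase-7 triple mutant (PC-7 D3A). Also added: Ac-DEVD-pNA substrate, 400 µM as added. Schedule: 1 h enzyme–compound preincubation and 2 h substrate reaction, both 25 °C. Signal: p-Nitroaniline absorbance at 405 nm, read at 0 and 120 min. Control set: low DMSO alone, high DMSO plus 5 µM PC-7.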
Fh CTSL1 inh: Fasciola hepatica cathepsin L1 inhibitors, primary screen, counter-screen for PFM18AAP inhibitor project, biochemical, QFRET, fluorogenic peptide substrate; inhibition, % at 5.96 µM; actives 0.49% (n = 300,000); recombinant F. hepatica cathepsin L1, Z-Leu-Arg-MCA fluorescence;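 active means inhibition above the mean of all tested compounds plus 3 SD, set per screening campaign, cut at about 17% in these data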;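 further: 0% = plate median of test compound wells and 100% = 1 µM Z-Phe-Ala-diazomethylketone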
JMJD2C inh: inhibitors of GASC-1 histone demethylase, primary screen, biochemical, fluorescence, DELFIA europium | Lysine-specific demethylase 4C (Homo sapiens), Q9H3R0 | GST-JMJD2C(1-420) H3K9me3 demethylation | inhibition, % at 2.35 µM | actives 0.069% (n = 330,000) | AID 2099, 2009;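 active means more than half of a compound's replicate wells show inhibition beyond 50%, single wells judged on their own value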;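 further: signal counts dimethyl H3K9 product captured on neutravidin plate; 0% = median of DMSO wells and 100% = 0.3 times that DMSO median; strong numbers were not always called active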
PP1 inh: PP1-alpha phosphatase inhibitors, primary screen, counter-screen for PP5 inhibitor project, biochemical, fluorescence, OMFP substrate, single point | inhibition, % at 6.7 µM | AID 2235, 2010 | purified PP1alpha | actives 0.9% (n = 320,000) | Serine/threonine-protein phosphatase PP1-alpha catalytic subunit (Homo sapiens), P62136;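 active means inhibition above the mean inhibition of all tested compounds plus 3 SD, computed separately for each screening campaign, cut at about 15% in these data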
HCV core dimer: inhibitors of HCV core protein dimerization, primary screen, biochemical, TR-FRET, high-throughput; TR-FRET GST/Flag-core106 dimerization, 1536-well; inhibition, % at 5 µM; actives 0.33% (n = 300,000); AID 1899, 2009;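 active means inhibition above the mean of all tested compounds plus 3 SD, set per screening campaign, cut at about 45% in these data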
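System – GST-tagged and Flag-tagged HCV core protein residues 1-106 · Repeats – one well for each compound · Technique – TR-FRET 671 and 617 nm emission · Doses – one concentration, 5 µM, in 0.5% DMSO · Times – 4 h, 22.5 °C incubation · Also added – Eu donor and XL665 acceptor anti-tag antibodies · Measure – percent inhibition of core106 dimerization signal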
VLA-4 inh: inhibition in human VLA-4 binding assay, primary screen, VLA-4 allosteric modulator project, MLPCN library, flow cytometry, VLA-4 expressing cells | actives 0.2% (n = 330,000) | ligand binding flow cytometry | AID 2557, 2010 | inhibition, % (about 7 µM as worked out from the volumes in the protocol); in the data active means inhibition above about 50%
Starred values were filed as active, the others as inactive; i = inactive; nt = not tested or not shown.

SMILES	procasp3 activ	PP5 inh	GRK2 aptamer HTS	proCasp7 act	Fh CTSL1 inh	JMJD2C inh	PP1 inh	HCV core dimer	VLA-4 inh
COc1cc(OC)cc(-c2c(C#Cc3ccsc3)c3cc(-c4ccc5c(c4)OCCO5)ccc3n2C)c1	4	2.7	0	6	nt	-13	-3	nt	-2
Cc1ccc(NC(=O)C2CCCC2)cc1S(=O)(=O)N1CCOCC1	-3	-0.3	0	2	nt	2	2	nt	3
CCC1OC2(C)OC(=N)C1(C#N)C(C#N)(C#N)C2c1ccccc1 (centres undefined)	-3	-1.7	2	-1	0	3	0	3	-31
Cc1ccccc1-c1cc(C(=O)Nc2sc(C(=O)OC(C)C)c(C)c2C#N)c2ccccc2n1	-11	1.8	2	-7	3	-2	-4	25	29
CC(=O)Nc1ccc(S(=O)(=O)N2CCC(Oc3ccc(-n4cnnn4)cc3)CC2)cc1	7	3.1	3	10	-1	2	4	5	-5
CCC(C)n1c(-c2cccs2)nc2nc3ccccc3nc21 (centres undefined)	0	2.9	3	3	1	22	1	7	13
Cc1c(N2CCCC2)cc2c(c1N)C(C)(C)CC2(C)C	-3	0.7	0	-15	-4	-20	-1	-3	3
COc1ccccc1CCN=C(N)NS(=O)(=O)c1ccc(F)cc1	-2	-0.3	0	-8	3	-3	-5	6	6
O=C(Cn1nc(-c2ccccc2)c2ccccc2c1=O)Nc1ccccn1	-6	3.1	2	-8	-1	3	-2	-1	16
Cc1ccc(NC(=O)N2CCCCC2)cc1[N+](=O)[O-]	9	0.5	0	-3	-3	-1	-1	4	5
Cc1ccc(NC(=O)c2sc(N)nc2C)cc1	3	-0.9	1	-2	6	2	-3	10	0
O=C(/C=C/c1cccc(Cl)c1)NCc1ccccc1	6	-0.8	1	-1	5	-9	-2	0	7
COc1ccc(S(=O)(=O)N2CCOC2CNC(=O)C(=O)NCCCN2CCOCC2)cc1OC (centres undefined)	-2	1.4	0	0	-3	-3	0	-1	3
CS(=O)(=O)c1cccc(C(=O)Nc2cccc(-c3nc4ccccc4[nH]3)c2)c1	3	0.1	1	13	-2	1	2	-3	-5
COc1ccc(C(N)=O)cc1NC(=O)c1cccc(F)c1	0	2.2	1	2	-4	4	-1	-2	5
COC(=O)c1c(NC(=O)C2SC(=NC3CCCCC3)C(C(N)=O)=C2N)sc2c1CCCC2 (centres undefined)	-1	1.7	1	6	-2	20	-1	5	1
CC1(C)C=C2[C@H]3CC[C@@H]4[C@@]5(C)CCC(=O)C(C)(C)[C@@H]5CC[C@@]4(C)[C@]3(C)CC[C@@]2(C(=O)O)CC1	3	-1.6	3	8	3	-11	-5	5	17
CC1CCc2cc(F)ccc2N1C(=O)C1(C)CC1(Cl)Cl (centres undefined)	2	3.1	0	-3	3	-9	1	-1	5
Cc1onc(-c2c(Cl)cccc2Cl)c1NC(=O)NN(C)c1ccc([N+](=O)[O-])cn1	-12	3.0	0	-1	0	-16	-2	-2	10
COc1cc(/C=C2\Oc3ccc(C#Cc4ccc(O)cc4)cc3C2=O)cc(OC)c1	4	nt	2	12	nt	8	nt	nt	-26
O=c1[nH]c(SCc2nc3ccccc3c(=O)n2-c2ccccc2C(F)(F)F)nc2ccccc12	0	4.0	5	6	-1	4	2	3	-5
CCCc1cc(=O)oc2cc(C)cc(OCC(=O)N3CCC(C(N)=O)CC3)c12	4	0.7	0	3	3	0	-5	2	-12
COCCn1c(-c2ccc(-c3ccccc3Cl)o2)nc2c1c(=O)[nH]c(=O)n2CC(C)C	0	4.6	1	-14	-12	70	-1	28	-15
O=C(N/N=C/c1ccc(C(=O)O)cc1)C(=O)N1CCCCCC1	2	-2.6	6	-7	-1	-5	-2	-2	7
Cc1ccc(C)c(N(C(=O)Cn2nnc(-c3cccs3)n2)C(C(=O)NC2CCCC2)c2ccncc2)c1 (centres undefined)	-8	2.4	10	7	1	-5	-3	1	5

(continued)
SMILES	procasp3 activ	PP5 inh	GRK2 aptamer HTS	proCasp7 act	Fh CTSL1 inh	JMJD2C inh	PP1 inh	HCV core dimer	VLA-4 inh
COc1cccc(CNC(=O)CCCn2nc(C)c3c(C)n(-c4ccccc4)nc3c2=O)c1	-5	-1.8	1	7	-3	-7	-5	1	-8
COC(=O)CSc1nc2c(c(-c3ccc(O)cc3)c1C#N)CCCC2	1	4.7	1	2	3	-3	-1	6	-10
Cc1ccc(C(=O)Nc2ccccc2N2CCCCC2)cc1	2	2.9	38	5	1	-4	4	-2	9
COc1ccc(C2=CC(=O)CC(C)(C)C2)cc1	8	-3.0	0	3	nt	-4	-4	nt	-13
COCCNC(=O)CSc1c2c(nc3ccc(Cl)cc13)CCCC2	-8	2.0	1	4	4	9	-2	-10	-6
Cc1c(NC(=O)Nc2ccc(Cl)c(Cl)c2)sc(=S)n1C	-6	6.5	2	-15	-1	-17	3	10	1
COc1ccc(NC(=S)NC(=O)c2csnn2)cc1	-7	1.2	0	-2	1	-30	-2	4	2
NS(=O)(=O)c1ccc(-c2ccc(/C=C3\C(=O)Nc4ccccc43)o2)cc1	0	3.4	0	3	-1	-12	4	-242	-15
Cc1ccc(O)c(C2=Nc3ccccc3C2(C)C)c1	6	2.9	0	-2	2	-11	-1	0	-9
C/C(=N\NC(N)=S)c1ccc2c(c1)OCCO2	-19	0.9	0	-8	4	-5	0	1	-1
CSCCC(C(=O)N1CC2(C)CC1CC(C)(C)C2)N1C(=O)c2ccccc2C1=O (centres undefined)	4	2.4	5	-14	3	1	-1	4	-8
CCC(=O)NCCc1cc2cc(C)c(C)cc2[nH]c1=O	-2	2.4	1	-1	-3	-12	-3	-5	2
Cc1cc(C)c(C)c(OCC(=O)O/N=C(\N)c2ccncc2)c1	0	4.7	2	-4	-12	-9	10	-5	9
Cc1cc(=S)cc(C)n1CCCn1ccnc1	-7	0.4	0	-1	3	6	-2	0	-2
COC(=O)C(=C/C=C/c1ccco1)C(=O)OC	-12	-0.6	1	3	4	2	0	-1	8
CC1=CCC[C@H]2[C@H](C1)C(=O)C[C@@H](C)[C@]2(C)CC/C(=C/CO)CO	-2	nt	4	-3	nt	nt	nt	nt	-3
C=C(C)c1cccc(C(C)(C)NC(=O)NC(c2ccccc2)c2ccc(OC)cc2)c1 (centres undefined)	6	3.8	2	-10	-4	-10	3	20	-3
CC1CN(C(=O)c2cnn3c(C(F)F)cc(-c4ccccc4)nc23)CC(C)O1 (centres undefined)	15	2.6	0	-1	0	-4	-2	-1	-9
O=C(C[C@@H]1C/C=C\CCC(=O)OC[C@@H]2CCCN2C1=O)N[C@@H](CO)Cc1ccccc1	3	nt	1	6	nt	-2	nt	nt	13
O=C(NCc1ccco1)C(c1ccco1)N(CCc1ccccc1)C(=O)Cn1nnc2ccccc21 (centres undefined)	-8	2.4	1	-11	9	16	0	-10	-3
CC(C)(C)c1[nH]nc2c1C(c1ccco1)C(C#N)=C(N)O2 (centres undefined)	-7	-2.7	3	-3	3	-5	1	6	-26
C=CCOc1ccc2c(c1)c(=O)cc(C(=O)O)n2CC	5	1.2	0	9	1	-3	-6	4	36
O=C(CSc1nc(C(F)(F)F)cc(=O)[nH]1)N1CCCCCC1	-6	2.5	0	6	-4	-13	-2	0	-14
COc1ccc(OCCC(=O)Nc2cc(C)on2)cc1	-9	3.5	1	2	-1	-5	6	-7	1
Cc1c(CN2CCCC(C(=O)Nc3cccc(-n4cccn4)c3)C2)cnn1C (centres undefined)	-1	0.7	0	-22	0	0	-3	-13	7

(more compounds)
SMILES	procasp3 activ	PP5 inh	GRK2 aptamer HTS	proCasp7 act	Fh CTSL1 inh	JMJD2C inh	PP1 inh	HCV core dimer	VLA-4 inh
COc1ccc(OC)c(NC(=O)c2cc(-c3cc(C)c(C)cc3O)n[nH]2)c1	0	-0.4	0	11	6	0	4	7	5
COc1cc(/C=C2/SC(=Nc3ccc(O)cc3)NC2=O)ccc1O	-12	0.8	0	-8	4	-2	23*	-9	-212
O=C1CC(c2cccc(Oc3ccccc3)c2)NC(=O)N1 (centres undefined)	-2	-1.4	0	-3	-2	-2	-3	-7	15
CCS(=O)CC(=O)Nc1c(-c2ccccc2)oc2ccccc2c1=O (centres undefined)	0	3.5	0	-3	-2	11	-2	0	2
N#Cc1ccccc1NC(=O)COC(=O)c1ccc(F)cc1F	2	1.7	0	3	0	7	-5	0	0
O=C(Nc1ccccc1F)c1cc(S(=O)(=O)N2CCOCC2)cs1	3	1.1	0	10	0	0	-3	8	16
CNC(=O)NC(=O)C(C)OC(=O)CCCc1nc2ccccc2s1 (centres undefined)	0	0.1	1	3	-64	24	1	-1	-3
O=C(CCC1CCCN(C(=O)c2ccoc2)C1)NCc1ccccc1F (centres undefined)	-5	-0.6	0	6	-2	2	-4	-3	0
Cc1cc(C)c2oc(-c3ccc(C)c(NC(=S)NC(=O)/C=C/c4ccco4)c3)nc2c1	0	0.3	0	-1	3	-5	7	34	12
CCOc1ccc(/C=C2\SC(=S)N(NS(=O)(=O)c3ccccc3)C2=O)cc1OC	-7	2.7	4	-10	1	0	3	1	7
Cc1cccc(Nc2c([N+](=O)[O-])ccc3nonc23)c1	-4	2.1	4	15	1	i	0	-2	-50
Cc1cc2oc3c(c(=O)c2cc1C)C(c1ccc(F)cc1)N(CCCN1CCOCC1)C3=O (centres undefined)	0	0.9	4	-10	-6	-10	-4	6	5
COc1cc(/C=N\NC(=O)CNC(=O)C2COc3ccccc3O2)ccc1O (centres undefined)	-3	-1.2	0	3	4	3	-2	-7	-15
COc1ccc(C/C(C)=N/NC(=O)c2cc(C)oc2C)cc1	0	-0.3	0	0	1	9	-2	-9	25
CCNC(=O)c1cc(Br)ccc1Cl	-5	4.6	2	8	0	-3	-1	-3	7
COc1ccc(C(=O)N/N=C/c2c(CO)cnc(C)c2O)cc1	4	-0.1	0	8	1	-12	0	-2	-1

Structures above that contain a CF3 group, in the order listed:
SMILES	procasp3 activ	PP5 inh	GRK2 aptamer HTS	proCasp7 act	Fh CTSL1 inh	JMJD2C inh	PP1 inh	HCV core dimer	VLA-4 inh
O=c1[nH]c(SCc2nc3ccccc3c(=O)n2-c2ccccc2C(F)(F)F)nc2ccccc12	0	4.0	5	6	-1	4	2	3	-5
O=C(CSc1nc(C(F)(F)F)cc(=O)[nH]1)N1CCCCCC1	-6	2.5	0	6	-4	-13	-2	0	-14
